Bioassay records: PubChem BioAssay, The Scripps Research Institute Molecular Screening Center
LYPLA2 inh = LYPLA2 (human) inhibition in PME1 counter-screen; AID 2177; recombinant LYPLA2, FP-Rh probe fluorescence polarization; 0.38% of 320,000 active; inhibition, % at 5.9 µM;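 active = inhibition above the screen-wide mean plus 3 SD, limit set per campaign, cut at about 26% in these data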;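 also: 0% = LYPLA2 with DMSO and 100% = wells lacking LYPLA2 enzyme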
LYPLA1 inh = LYPLA1 (human) inhibition in PME1 counter-screen | O75608 | AID 2174 | recombinant LYPLA1, FP-Rh probe fluorescence polarization | inhibition, % at 5.9 µM | 0.16% of 320,000 active;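 active = inhibition above the mean of all tested compounds plus 3 SD, set per campaign, cut at about 14% in these data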;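 also: inhibitors block serine hydrolase probe labeling of LYPLA1 so polarization falls; 0% = enzyme with DMSO and 100% = wells lacking LYPLA1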
Target sequence (O75608 whole entry, looked up): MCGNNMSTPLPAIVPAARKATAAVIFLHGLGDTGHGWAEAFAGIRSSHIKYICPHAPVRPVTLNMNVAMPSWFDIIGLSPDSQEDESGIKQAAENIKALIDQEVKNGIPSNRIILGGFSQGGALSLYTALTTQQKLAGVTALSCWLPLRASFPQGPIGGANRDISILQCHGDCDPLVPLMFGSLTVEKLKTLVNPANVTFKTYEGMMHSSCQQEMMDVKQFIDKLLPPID
PAD4 FP inh = inhibitors of human PAD4. Q9UM07. recombinant PAD4, RCA probe fluorescence polarization. inhibition, % at 6.36 µM. 0.41% of 330,000 active. AID 485272;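 active = percent inhibition above a cutoff equal to the mean of all tested compounds plus 3 SD, cut at about 15% in these data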;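 also: 0% = PAD4 with RCA probe and DMSO and 100% = probe without PAD4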
GSTO1 inh = blocks human GSTO1 in RBBP9 counter-screen. recombinant GSTO1, activity-based probe fluorescence polarization. 1.1% of 300,000 active. inhibition, % at 5.96 µM. AID 1974;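 active = inhibition above the campaign mean inhibition plus 3 SD, cut at about 35% in these data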;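 also: 0% = GSTO1-1 with DMSO and 100% = wells lacking GSTO1-1 enzyme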
pPAFAH FP inh = inhibitors of human plasma PAF acetylhydrolase (pPAFAH) | Q13093 | recombinant pPAFAH, FP-rhodamine probe fluorescence polarization | inhibition, % at 3.39 µM | 1.5% of 330,000 active;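 active = inhibition above the mean inhibition across the screen plus 3 SD, cut at about 25% in these data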;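 also: inhibitors block binding of the rhodamine activity-based probe so polarization drops; 0% = enzyme with DMSO and 100% = wells lacking pPAFAH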
PAFAH2 FP inh = inhibitors of human PAFAH2 | AID 492956 | recombinant PAFAH2, FP-rhodamine activity probe, fluorescence polarization | 0.99% of 340,000 active | Q99487 | inhibition, % at 3.39 µM;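 active = inhibition above the mean over all tested compounds plus 3 SD, cut at about 30% in these data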;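 also: inhibitors block probe labeling of enzyme so polarization drops; 0% = enzyme with DMSO and 100% = wells lacking PAFAH2 protein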
PAFAH1B3 inh = PAFAH1B3 (human) inhibition | recombinant PAFAH1B3, FP-rhodamine probe, fluorescence polarization | inhibition, % at 3.39 µM | 0.28% of 340,000 active;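 active = inhibition above the screen-wide average of all tested compounds plus 3 SD, cut at about 25% in these data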;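 also: 0% = enzyme with DMSO only and 100% = wells lacking PAFAH1B3 protein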
Target sequence (Q15102 whole entry, looked up): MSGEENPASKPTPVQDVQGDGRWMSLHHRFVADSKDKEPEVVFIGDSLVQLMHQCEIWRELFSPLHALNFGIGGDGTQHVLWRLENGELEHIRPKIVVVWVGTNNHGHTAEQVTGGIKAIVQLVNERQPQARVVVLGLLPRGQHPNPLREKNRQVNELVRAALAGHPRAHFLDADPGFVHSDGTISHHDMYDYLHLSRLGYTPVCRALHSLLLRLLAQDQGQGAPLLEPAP
PAFAH1B2 FP inh = blocks human PAF acetylhydrolase 1b catalytic subunit 2; inhibition, % at 3.39 µM; recombinant PAFAH1B2, FP-rhodamine activity probe, fluorescence polarization; AID 492953; 1.2% of 340,000 active;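 active = inhibition above the mean of all tested compounds plus 3 SD, cut at about 24% in these data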;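 also: 0% = enzyme with DMSO and 100% = wells lacking PAFAH1B2; many of its hits are not listed in these tables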
PME-1 primary = blocks human protein phosphatase methylesterase 1; Q9Y570; recombinant PME-1, FP-Rh probe fluorescence polarization; inhibition, % at 5.9 µM; 0.53% of 320,000 active; AID 2130;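 active = inhibition above the campaign mean of all compounds plus 3 SD, cut at about 26% in these data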;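 also: competitive labeling of PME-1 active site by serine hydrolase directed probe; 0% = PME-1 with DMSO and 100% = wells lacking PME-1 enzyme; inhibitors block probe labeling so polarization falls and inhibition rises; many of its hits are not listed in these tables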
Target sequence (Q9Y570 whole entry, looked up): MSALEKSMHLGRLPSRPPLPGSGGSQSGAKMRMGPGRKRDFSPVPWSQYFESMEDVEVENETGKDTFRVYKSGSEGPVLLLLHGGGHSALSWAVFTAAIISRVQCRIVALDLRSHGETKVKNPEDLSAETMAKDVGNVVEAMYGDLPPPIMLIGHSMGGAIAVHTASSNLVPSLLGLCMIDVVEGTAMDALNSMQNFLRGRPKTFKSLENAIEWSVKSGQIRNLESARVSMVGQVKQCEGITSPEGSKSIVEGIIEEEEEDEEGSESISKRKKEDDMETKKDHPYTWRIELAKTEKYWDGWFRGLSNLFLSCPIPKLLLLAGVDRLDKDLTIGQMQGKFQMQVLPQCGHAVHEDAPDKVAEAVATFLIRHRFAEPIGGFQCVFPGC
* marks the source's active call; other numbers are inactive results.

Values in the order: LYPLA2 inh	LYPLA1 inh	PAD4 FP inh	GSTO1 inh	pPAFAH FP inh	PAFAH2 FP inh	PAFAH1B3 inh	PAFAH1B2 FP inh	PME-1 primary
1. CCCCCC(=O)N1CC2(CC(c3cccc(NC(=O)CC)c3)=NO2)C[C@H]1C(N)=O (stereo not given in full)
    -1	3	3	4	-1	-7	9	2	0
2. CC(=O)c1ccc(OCc2cccc(C(F)(F)F)c2)cc1O
    6	-1	1	1	-2	2	11	1	2
3. Cc1cccnc1NC(=O)C1CCN(S(=O)(=O)c2ccc3ccccc3c2)CC1
    7	2	-3	8	-4	-3	3	-1	4
4. Cc1cccc(OCC(=O)Nc2ccc(N3CCCC3)cc2)c1C
    -2	-2	-7	5	30*	11	6	5	-3
5. O=C(O)c1cccc(NC(=S)NCc2ccccc2)c1
    -3	-4	-2	8	3	-4	2	14	3
6. CSc1cnn(Cc2ccccc2)c(=O)c1SCc1ccccc1
    -8	-3	4	15	2	1	-5	3	0
7. C=CCN1C(=Nc2ccccc2)SC/C1=C\C(=O)OC
    1	-4	1	10	-4	-2	3	-1	-4
8. Cc1c(OC(C)C(=O)NCCCN2CCCC2=O)ccc2c3c(c(=O)oc12)CCCC3 (stereo not given)
    1	-3	1	4	5	-3	9	0	-2
9. Cc1ccc(-c2nnn3c2nc(NC(C)C)c2ccccc23)cc1
    10	-3	-1	2	1	5	1	-1	-2
10. O=C(O)CCc1nn2c3ccccc3nc2n(-c2ccccc2)c1=O
    -3	-1	2	2	4	-6	-2	0	-4
11. COc1ccc(CCCC(=O)N/N=C/c2cccc(OC)c2O)cc1C
    0	-1	-9	-2	-1	-1	22	0	0
12. CCn1cc(CN(C)C(=O)/C=C/c2ccc([N+](=O)[O-])cc2)c(C)n1
    5	6	-2	-5	-3	3	-1	-1	3
13. CC(C)Sc1cc(N2CCOCC2)nc(-c2ccccc2)n1
    -1	-1	-5	8	8	-5	5	4	1
14. CCCCOC(=O)c1ccc(NC(=O)CSCc2n[nH]c(=O)[nH]2)cc1
    3	2	-2	4	4	3	2	2	0
15. CN(C)c1ccc2c3c(ccc(N(C)C)c13)COC2
    -4	-2	-5	7	6	2	10	11	0
16. Cc1cc(=O)oc2cc(NC(=O)c3ccccc3Cl)ccc12
    0	8	-2	-12	-1	0	-3	1	0
17. O=C1Nc2ccccc2C12OC1CCCCC1O2 (stereo not given)
    0	-2	-2	0	4	1	2	4	-2
18. Nc1c(C(=O)NCc2ccco2)sc2nc3c(cc12)C(=O)CCC3
    -6	2	-6	47*	28*	1	-7	2	2
19. COc1ccc(OCc2cc(C(=O)NCCc3ccccc3)no2)c(Cl)c1
    2	1	-3	2	3	8	3	-1	-4
20. COCCn1c(=NC(=O)/C=C/c2ccccc2Cl)sc2cc(NC(C)=O)ccc21
    -3	-1	-6	-6	5	-6	3	0	-6
21. CCO[C@@H]1OC(C(=O)N2CCN(Cc3ccc4c(c3)OCO4)CC2)=C[C@H](c2cn(C(C)=O)c3ccccc23)[C@H]1CCCO
    9	-2	-4	0	-2	-18	6	6	17
22. Cc1cc2nc(-c3ccncc3)cc(C(F)(F)F)n2n1
    0	1	-3	-1	0	7	9	-1	0
23. Cc1cccc(NC(=O)c2cccc(S(=O)(=O)N3CCc4ccccc4C3)c2)n1
    -7	-2	-3	4	-4	3	3	3	-9
24. Cc1cc(OCC(=O)NC2CC(C)(C)NC(C)(C)C2)c2c(C)c(C)c(=O)oc2c1
    -5	-4	1	1	3	-1	3	-8	4
25. COCCOC(=O)C1=C(C)Nc2ncnn2C1c1ccco1 (stereo not given)
    -7	0	4	5	-5	-6	2	1	-5
26. COc1ccc(C(CNC(=O)c2oc3ccc(C)cc3c2C)N2CCCCC2)cc1 (stereo not given)
    -7	3	-1	1	1	4	-2	2	-3
27. Cc1ccc(C23CC4CC(CC(C(=O)OCC(=O)NC5CCS(=O)(=O)C5)(C4)C2)C3)cc1 (stereo not given)
    -3	-2	-8	-3	-6	-5	-6	-10	-11
28. C=CCNc1nc(N)c(C(=C(C#N)C#N)c2ccccc2)s1
    2	-3	2	-5	11	3	3	-4	-4
29. Cc1ccccc1Nc1nc(N)nc(COC(=O)CC2CC3CCC2C3)n1 (stereo not given)
    0	0	-2	2	6	5	5	14	-6
30. O=C(Nc1ccon1)C12CC3CC(C1)CC(n1cnc([N+](=O)[O-])n1)(C3)C2
    7	-1	-5	-2	5	4	2	6	-6
31. Cn1cc(C=C2C(=O)CC(C)(C)CC2=O)c2ccccc21
    0	0	-4	-1	-2	23	3	3	-2
32. CC(=O)c1cccc(CN2CCC(n3nccc3NC(=O)CCc3ccccc3)CC2)c1
    -3	2	-1	-2	3	5	-2	1	8
33. COc1ccc(C(=O)Nc2ccc(S(=O)(=O)N3CCOCC3)cc2)cc1OC
    3	1	-5	-5	-1	3	10	2	1
34. O=C(Nc1cccc(F)c1)/C(=C\c1cccnc1)NC(=O)c1cccs1
    8	-1	3	-2	6	-1	8	1	-3
35. Cc1ccc(C)c(NC(=S)c2ccccn2)c1
    2	3	-2	5	4	2	3	4	-1
36. COc1ccc(N2CCCC2)c(NC(=O)COc2ccccc2Cl)c1
    13	0	0	4	5	6	10	2	-2
37. CCNC(=O)COC(=O)c1cc(C)nc2ccccc12
    -1	-1	0	3	-1	2	3	0	-4
38. COc1ccccc1-c1nnc(NC(=O)c2ccc3ncsc3c2)o1
    1	2	8	-27	6	1	1	8	0
39. O=c1nc(NCc2ccco2)sc2ncccc12
    -8	-4	1	17	-5	2	6	3	-12
40. CC(C)c1cccc(C(C)C)c1NC(=S)Nc1cccc(Cl)c1
    6	2	3	-4	0	1	3	5	6
41. COc1ccc(-c2csc3nc(C)nc(N4CCN(C(C)=O)CC4)c23)cc1OC
    0	-6	1	3	-3	-1	2	4	-4
42. COc1ccc(Oc2cc(NN3CCCCC3)c([N+](=O)[O-])cc2[N+](=O)[O-])cc1OC
    1	3	-5	2	1	-6	0	6	14
43. O=C(CCNC(=O)c1ccc([N+](=O)[O-])cc1)Nc1ccc(S(=O)(=O)N2CCOCC2)cc1
    1	3	-2	-2	3	1	2	0	-3
44. CC(C)(O)C#Cc1ccc(C(=O)N2CCCC2C(=O)O)s1 (stereo not given)
    -7	-1	1	11	2	-20	9	0	-1
45. CC(c1ccco1)N(C(=O)c1ccccc1NS(=O)(=O)c1cc([N+](=O)[O-])ccc1Cl)c1ccccn1 (stereo not given)
    8	1	2	-2	7	63*	-2	1	0
46. O=S(=O)(Nc1ccc2c(c1)CCC2)c1cccs1
    -8	-2	2	9	16	5	1	1	-5
47. CCOC(=O)c1sc2nc(CC(C)C)c3c(c2c1N)CCC3
    -3	-3	1	3	3	3	1	0	-5
48. COc1ccc(NC2CCCN(C(=O)CCc3cccc(Cl)c3)C2)cc1 (stereo not given)
    -11	-5	2	9	0	7	6	9	-4
49. COc1ccc2[nH]c(=O)c(CN(CC3CCCO3)C(=O)Nc3ccccc3)cc2c1 (stereo not given)
    2	-2	-1	5	-3	1	8	3	10
50. Cc1ccc(S(=O)(=O)Nc2ccc(Cl)cc2)cc1NC(=O)Cn1cnc2c1c(=O)n(C)c(=O)n2C
    -4	3	-2	14	13	-4	8	3	22

Following part.
Values in the order: LYPLA2 inh	LYPLA1 inh	PAD4 FP inh	GSTO1 inh	pPAFAH FP inh	PAFAH2 FP inh	PAFAH1B3 inh	PAFAH1B2 FP inh	PME-1 primary
51. CC(=O)NNC(=O)CN1C(=O)/C(=C/c2ccccc2)SC1=S
    3	3	-1	-19	-7	3	2	5	-2
52. O=C(COc1ccccc1)NCc1nnc2c3ccccc3c(-c3ccccc3)nn12
    0	1	-1	-1	12	12	6	3	6
53. O=C1CC(Nc2ccc(N3CCOCC3)cc2)C(=O)N1c1ccccc1F (stereo not given)
    15	5	16*	5	13	6	-4	-5	-7
54. CC(=O)C1=C(O)C(=O)N(c2ccc(Br)cn2)C1c1ccccc1F (stereo not given)
    -3	2	-2	-3	0	5	-3	6	3
55. CCOc1ccc(Nc2cc3n(c(=O)n2)CCc2cc(OC)c(OC)cc2-3)cc1
    -1	-2	-6	1	14	10	4	1	-17
56. O=C(Nc1ccc(Cl)cc1)N(Cc1cccnc1)Cc1ccco1
    -4	-1	1	-1	-4	-4	5	4	-5
57. CCCCNC(=O)CN(c1cc(C(F)(F)F)ccc1Cl)S(C)(=O)=O
    1	2	-2	7	5	0	7	-4	2
58. Cn1c(C(=O)N2CCN(Cc3ccc4c(c3)OCO4)CC2)cc2sccc21
    5	0	-5	1	-1	3	-3	3	-1
59. CCCN(CCC)CCCNC(=O)c1cc2c(=O)[nH]c3ccccc3c2s1
    -3	-3	-2	4	2	2	-2	5	-6
60. COc1ccc(NC(=O)CN2c3cccc4cccc(c34)S2(=O)=O)c(OC)c1
    1	1	0	11	3	6	-9	-9	3
61. Cc1ccsc1C(=O)NNC(=S)NCC(C)C
    -5	-6	3	8	0	7	5	4	-5
62. COc1ccc(/C=C/C(=O)Nc2cc(C)nn2-c2nc3ccccc3n2Cc2cccc([N+](=O)[O-])c2)cc1
    -4	0	-2	1	7	-15	-9	-5	-8
63. COC(=O)c1ccc(NC(=S)NC2CCCCC2C)cc1 (stereo not given)
    -2	-4	0	-2	-3	3	12	-2	-2
64. CCCCNC(=S)NNC(=O)CCn1cc(C)cn1
    0	-3	3	-1	0	-3	3	-4	-7
65. O=C(CN1CCN(Cc2ccccc2)CC1)Nc1cccc(S(=O)(=O)N2CCCCCC2)c1
    -3	0	-1	3	8	6	-2	6	1
66. CCOc1ccccc1-n1c(COc2ccc(C)cc2)nnc1SCC(N)=O
    -1	0	5	4	2	-4	-4	6	-7
67. Cc1cccnc1NC(=O)c1cccc(S(=O)(=O)N2CCCc3ccccc32)c1
    -6	-4	-1	3	0	1	2	29*	3
68. CCCNC(=S)N1CCC(C(=O)c2ccc(Cl)cc2)CC1
    9	8	1	5	7	-1	1	2	4
69. O=C(NC1CCCCC1)c1ccccc1NC(=O)C1CC1
    1	0	-5	-2	6	-2	2	2	-4
70. O=C(NCCN1CCN(c2ccccc2)CC1)Nc1cccc(Cl)c1
    4	1	2	4	1	2	12	4	-3
71. COc1cc(C2C(C(=O)Nc3ccc(F)cc3)=C(C)Nc3nc(CCCO)nn32)cc(OC)c1OC (stereo not given)
    0	7	-1	-5	2	-10	3	4	4
72. C/C=C/c1ccc(OCC(=O)Nc2cc(Cl)ccc2-n2cncn2)c(OC)c1
    -3	3	0	-4	4	1	-1	3	-15
73. Nc1ccc2c(c1)Oc1ccccc1C=C2
    9	4	0	1	3	-8	0	9	1
74. Cc1ccc2sc(N(CCCN(C)C)C(=O)c3ccc(S(=O)(=O)N(C)Cc4ccccc4)cc3)nc2c1C
    -6	-4	-3	-4	-8	-8	-1	-5	1
75. CCCCN1C(=O)CCC(C(=O)O)C1c1ccccc1 (stereo not given)
    -1	-3	-3	-3	1	4	8	4	-5
76. CCCC(=O)Nc1ccc(Oc2ccc(NC(=O)CCC)cc2)cc1
    7	1	-2	4	2	0	0	-3	-1
77. Cn1c(=O)cc(OCC(=O)NCc2cccnc2)c2ccccc21
    7	6	1	2	4	6	10	3	3
78. O=C(O)c1cc(Cl)ccc1NC(=O)C1CCCO1 (stereo not given)
    -1	1	-4	1	4	0	-2	1	0

A portion of the library, so the mix of outcomes need not match the whole.
